HTR5A inv ag = counter-screen for OPRM1-OPRD1 inverse agonists: human HTR5A inverse agonism; P47898; HTR5A cell line, luminescence; inhibition, % at 9.3 µM; 0.083% of 340,000 active; in the data active = inhibition mostly above about 23%, no sharp cut-off; inactive = mostly below about 18%;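 also: 0% = cells with DMSO and 100% = no-cell wells with DMSO; some compounds called inactive have numbers as strong as hits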
Target sequence (P47898 whole entry, looked up): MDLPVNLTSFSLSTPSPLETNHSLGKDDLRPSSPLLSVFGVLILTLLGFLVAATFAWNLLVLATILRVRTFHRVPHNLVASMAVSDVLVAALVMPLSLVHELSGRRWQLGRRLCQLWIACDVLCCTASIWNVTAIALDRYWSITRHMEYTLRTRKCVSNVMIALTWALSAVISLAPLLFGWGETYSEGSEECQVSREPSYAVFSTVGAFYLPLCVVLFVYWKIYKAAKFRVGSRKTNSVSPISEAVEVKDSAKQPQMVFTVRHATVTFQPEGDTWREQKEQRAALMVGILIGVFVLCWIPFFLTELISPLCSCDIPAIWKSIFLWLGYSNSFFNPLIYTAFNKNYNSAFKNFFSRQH
RTF Ca sens act = cardiac RTF calcium sensitization; 0.24% of 340,000 active; activation, % at 7.2 µM; IANBD-labeled TnC RTF fluorescence at EC20 calcium; 0% EC20 calcium, 100% full calcium; P19429+P45379;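 active = activation above the mean over all tested compounds plus 3 SD, cut at about 30% in these data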;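 also: rise in fluorescence read as greater calcium sensitivity of cardiac thin filaments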
HTR5A ag = activates human HTR5A in OPRM1-OPRD1 agonist counter-screen. P47898. HTR5A agonist assay, luminescence, cell-based. activation, % at 9.3 µM. 0.61% of 340,000 active; in the data active = activation mostly above about 9.5%, no sharp cut-off; inactive = mostly below about 7.6%;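 also: 0% = cells with vehicle only and 100% = reference agonist; strong numbers were not always called active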
OPRM1-OPRD1 ag = agonists of human mu-delta opioid receptor heterodimerization | P35372+P41143 | cells, OPRM1-OPRD1 heterodimerization, luminescence | activation, % at 9.3 µM | 0.3% of 340,000 active; in the data active = activation above about 18%;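 also: 0% = vehicle-treated cells and 100% = reference agonist; values of inactives mirror those of a sister screen read the other way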
Cardiac RTF inh = cardiac RTF calcium desensitization; IANBD-labeled cardiac RTF, Ca2+ fluorescence; inhibition, % at 7.15 µM; 0.12% of 340,000 active; AID 493244;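 active = inhibition above the mean inhibition of all tested compounds plus 3 SD, cut at about 17% in these data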;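 also: assay run at fixed EC70 calcium of 1.6 mM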
CAL PDZ FP = inhibitors of human CAL PDZ peptide binding. 0.92% of 300,000 active. inhibition, % at 24.9 µM. purified CAL PDZ, TMR-peptide fluorescence polarization, 1 h. Q9HD26;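 active = mean inhibition of at least 30% with at least half of replicates also reaching 30%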;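 also: 0% = DMSO neutral control and 100% = excess unlabeled competitor peptide PRC23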
V-ATPase pHluor = regulators of yeast V-ATPase proton transport; S. cerevisiae, pHLuorin cytosolic pH fluorescence; AID 504577; 0.37% of 350,000 active; response, % at 10 µM; in the data active = response mostly above about 7.3%, no sharp cut-off; inactive = mostly below about 5.4%; also: actives read high; inactives centre near 0; some compounds called inactive have numbers as strong as hits; reference of the scale not given here
C-LANA FP = blocks KSHV LANA C-terminal domain binding to DNA | MBP-C-LANA/FAM-LBS DNA binding, fluorescence polarization | inhibition, % at 9 µM | 0.078% of 340,000 active;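 active = highest replicate inhibition at or above 60% at 9 µM, even if other replicates fall short; inactive = all replicates below 60% inhibition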;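 also: 0% = neutral control wells and 100% = 4 µM acridine orange control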
MOR-DOR inv ag = mu-delta opioid heterodimer inverse agonism. cell-based MOR-DOR heterodimer luminescence. 0.21% of 340,000 active. inhibition, % at 9.3 µM; in the data active = inhibition above about 22%, passing the limit was not always enough;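 also: 0% = cells with DMSO and 100% = wells without cells with DMSO; values of inactives mirror those of a sister screen read the other way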
Keap1 Nrf2 FP = Keap1-Nrf2 (human) interaction inhibition; inhibition, % at 9.4 µM; Keap1 Kelch-Nrf2 peptide fluorescence polarization, 1536-well; 0.15% of 340,000 active; Q14145; AID 504523; in the data active = inhibition above about 12%;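 also: human Keap1 Kelch domain with fluorescein labeled Nrf2 9mer peptide probe; 0% = neutral control wells and 100% = peptide positive control; higher means more block of Keap1 binding to Nrf2 peptide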
Target sequence (Q14145 whole entry, looked up, the tested form may be a part): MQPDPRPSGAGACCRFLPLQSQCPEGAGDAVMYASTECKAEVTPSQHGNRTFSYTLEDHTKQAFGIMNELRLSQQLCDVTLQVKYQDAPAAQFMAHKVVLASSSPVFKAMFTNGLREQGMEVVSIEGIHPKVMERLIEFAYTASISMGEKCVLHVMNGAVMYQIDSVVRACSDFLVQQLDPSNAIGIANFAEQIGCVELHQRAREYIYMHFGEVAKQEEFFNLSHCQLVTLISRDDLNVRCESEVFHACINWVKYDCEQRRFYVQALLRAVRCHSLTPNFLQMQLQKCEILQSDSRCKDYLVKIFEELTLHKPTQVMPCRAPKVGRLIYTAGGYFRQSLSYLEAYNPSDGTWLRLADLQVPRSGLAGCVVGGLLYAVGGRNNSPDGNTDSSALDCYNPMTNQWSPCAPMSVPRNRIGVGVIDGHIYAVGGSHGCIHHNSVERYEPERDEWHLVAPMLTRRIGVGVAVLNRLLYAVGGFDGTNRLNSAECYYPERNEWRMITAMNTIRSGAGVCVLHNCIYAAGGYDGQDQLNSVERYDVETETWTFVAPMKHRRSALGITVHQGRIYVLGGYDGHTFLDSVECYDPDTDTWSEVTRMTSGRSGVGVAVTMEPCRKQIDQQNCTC
* hit, by the source's call; . = no result given.

SMILES	HTR5A inv ag	RTF Ca sens act	HTR5A ag	OPRM1-OPRD1 ag	Cardiac RTF inh	CAL PDZ FP	V-ATPase pHluor	C-LANA FP	MOR-DOR inv ag	Keap1 Nrf2 FP
CN(CCc1ccccc1)C(=O)c1ccc(NC(=O)Cc2ccc(NC(=O)C3CCN(C(=O)C4CC4)CC3)cc2)cc1	-5	-9	1	-0.5	0	2	-3	-2.3	2	-3
Cc1cc(C(=O)NCCC(C)C)c2ccccc2n1	-4	4	1	-0.7	-6	-4	-2	-1.0	4	-4
N/C(=N\OS(=O)(=O)c1ccc2ccccc2c1)c1cccnc1	4	-7	2	-3.3	2	10	-2	0.7	17	-4
Cc1ccc(S(=O)(=O)NCC(=O)OCC(=O)Nc2cccc(S(=O)(=O)N3CCOCC3)c2)cc1	-9	1	4	-3.5	1	-2	0	-0.2	14	-5
CC1(C)NC(=O)N(CC(=O)OCC(=O)NC(=O)c2ccccc2)C1=O	-12	13	4	-0.9	-9	-1	-5	-0.6	6	2
COc1ccccc1NS(=O)(=O)c1cccc(C(=O)N/N=C/c2ccc(OCC(=O)O)cc2)c1	-4	4	1	-2.4	7	.	-1	1.0	13	4
Cn1c(=O)c2cc(S(=O)(=O)NCCC(=O)NCC3CCCO3)ccc2n(C)c1=O (configuration not stated)	-12	-5	4	-0.5	-3	.	9	0.4	3	-3
CCOC(=O)c1cc(-c2csc(N/N=C/c3ccccc3Cl)n2)on1	-9	-6	3	-1.5	-10	-1	-11	1.8	7	3
COc1cc2cc[n+](Cc3ccc([N+](=O)[O-])cc3)cc2cc1OC	-10	4	3	-0.1	-10	-4	-8	-1.9	0	3
CC(C)CN(C(=O)c1ccco1)c1nc2ccccc2s1	1	8	0	8.7	-10	-12	6	0.0	-40	-5
Cc1ccc(NC(=O)CSc2nc3ccccc3c3nc(CCn4cncc4C)nn23)c(C)c1	-35	-10	2	0.2	-6	-4	0	-2.3	-1	-1
COc1ccc(OC)c(C(C(=O)NCc2ccco2)N(C(=O)Cn2nnc3ccccc32)C(C)C)c1 (configuration not stated)	10	-4	4	-1.1	-3	.	9	-7.4	4	1
CCOCCCNC(=O)Cc1cc(=O)[nH]c(=O)[nH]1	7	1	4	-0.4	-6	0	-1	-0.6	2	-3
C#CC[N+](C)(C)CCN1C(=O)C2C(c3ccccc3)C=CC(c3ccccc3)C2C1=O (configuration not stated)	6	-2	-2	-0.7	-2	3	-2	1.1	4	1
COCCN1Cc2cccc(C(=O)NCc3ccccc3OC)c2C1=O	-20	-2	6	-1.5	-11	-3	0	-1.8	8	-6
Cc1ccc(CNC(=O)COC(=O)c2cccnc2Cl)cc1	-10	-8	3	-1.9	1	.	-1	0.2	10	-7
Cc1ccc(-n2c(SCC(=O)NCc3ccco3)nc3c(sc4ccccc43)c2=O)cc1	-5	0	-6	-1.8	-4	.	1	2.0	10	-1
CCOc1ccc(NC(=O)CCC(=O)NNC(=O)Nc2cccc(Cl)c2)cc1	-23	9	-2	-1.4	-10	.	4	0.1	7	-4
O=C(CN1CCc2ccccc2C1)c1cccs1	-8	1	2	-2.1	-10	0	-1	-0.3	10	0
CC(=O)Nc1cc(NC(C)=O)cc(C(=O)OCC(=O)c2ccc3c(c2)OCO3)c1	15	3	-5	1.7	-5	0	4	0.0	-11	-4
CCCN1CC(=O)N2C(c3cccc(OC)c3OC)c3[nH]c4ccccc4c3C[C@H]2C1=O (some centres not stated)	3	2	-1	-2.5	-1	-8	3	-0.8	11	-7
Nn1cc(-c2ccccc2)nc1SCC(=O)NCC1CCCO1 (configuration not stated)	9	1	-4	1.3	5	-2	0	0.8	-6	0
C#CC1(NC(=O)N(C)C)CCCCC1	-13	-4	5	-2.3	2	-1	3	0.0	12	-1
CN(C)c1nc(OCCNC(=O)COc2ccc(Cl)cc2Cl)nc(N2CCOCC2)n1	15	-2	1	0.7	0	-1	0	2.2	-4	-5
O=C1CCCc2[nH]c3cccc(/C(=C/c4ccccc4)c4ccccc4)c3c21	10	-4	-4	-1.1	4	-2	-3	1.3	6	1

Rewritten with each value named: four of the compounds above.
> Cc1ccc(S(=O)(=O)NCC(=O)OCC(=O)Nc2cccc(S(=O)(=O)N3CCOCC3)c2)cc1
- HTR5A inv ag = -9
- RTF Ca sens act = 1
- HTR5A ag = 4
- OPRM1-OPRD1 ag = -3.5
- Cardiac RTF inh = 1
- CAL PDZ FP = -2
- V-ATPase pHluor = 0
- C-LANA FP = -0.2
- MOR-DOR inv ag = 14
- Keap1 Nrf2 FP = -5
> COc1cc2cc[n+](Cc3ccc([N+](=O)[O-])cc3)cc2cc1OC
- HTR5A inv ag = -10
- RTF Ca sens act = 4
- HTR5A ag = 3
- OPRM1-OPRD1 ag = -0.1
- Cardiac RTF inh = -10
- CAL PDZ FP = -4
- V-ATPase pHluor = -8
- C-LANA FP = -1.9
- MOR-DOR inv ag = 0
- Keap1 Nrf2 FP = 3
> N/C(=N\OS(=O)(=O)c1ccc2ccccc2c1)c1cccnc1
- HTR5A inv ag = 4
- RTF Ca sens act = -7
- HTR5A ag = 2
- OPRM1-OPRD1 ag = -3.3
- Cardiac RTF inh = 2
- CAL PDZ FP = 10
- V-ATPase pHluor = -2
- C-LANA FP = 0.7
- MOR-DOR inv ag = 17
- Keap1 Nrf2 FP = -4
> C#CC1(NC(=O)N(C)C)CCCCC1
- HTR5A inv ag = -13
- RTF Ca sens act = -4
- HTR5A ag = 5
- OPRM1-OPRD1 ag = -2.3
- Cardiac RTF inh = 2
- CAL PDZ FP = -1
- V-ATPase pHluor = 3
- C-LANA FP = 0.0
- MOR-DOR inv ag = 12
- Keap1 Nrf2 FP = -1

The list goes on:
SMILES	HTR5A inv ag	RTF Ca sens act	HTR5A ag	OPRM1-OPRD1 ag	Cardiac RTF inh	CAL PDZ FP	V-ATPase pHluor	C-LANA FP	MOR-DOR inv ag	Keap1 Nrf2 FP
Nc1nnc(SCC(=O)N2CCN(c3ccccc3)CC2)n1-c1ccccc1	-23	-6	1	-0.1	18*	1	5	0.9	0	-8
CC1CCC(NC(=O)Cn2c3c(c(-c4ccccc4Cl)cc2=O)CCC3)CC1 (configuration not stated)	-5	9	-3	1.5	0	0	3	0.4	-9	-8
COc1ccc(-c2cnc(OC(C)(C)C)nc2OC(C)(C)C)cc1OC	1	6	3	7.7	5	0	2	-0.9	-45	-5
Cc1c(-c2ccccc2)n[nH]c1C(=O)N=Nc1c(O)[nH]c2ccccc12	-31	9	13*	11	-5	-13	-2	-2.2	-66	-5
CCOC(=O)CC1(C)NC(C(=O)O)C(C)(C)S1 (configuration not stated)	-7	-3	2	-4.1	-6	-4	0	-0.2	18	1
CCOC(=O)NC(NCC(O)c1ccccc1)(C(F)(F)F)C(F)(F)F (configuration not stated)	6	-3	3	-0.7	-7	-1	4	0.0	4	2
Cn1c(=O)c2c(ncn2CC(=O)NC[C@H]2O[C@@H](n3cnc4c(N)ncnc43)[C@H](O)[C@@H]2O)n(C)c1=O	.	-6	.	.	-9	-7	-1	-1.2	.	-3
O=S(=O)(NOCc1ccc(Cl)cc1)c1ccc(Cl)cc1	6	4	-2	12	-6	0	-2	-1.1	-57	2
COCCn1c(-c2ccc(OC(F)(F)C(F)C(F)(F)F)cc2)nc2c1c(=O)[nH]c(=O)n2CC(C)C (configuration not stated)	2	7	1	9.1	-1	-1	-2	-0.3	-53	0
O=C(CN(Cc1ccccc1Cl)C(=O)CN1C(=O)CSc2ccccc21)NC1CC1	0	-4	-1	0.9	-9	-6	-2	1.1	-6	-1
CCCCCCCCCCCCCCCC(=O)NCCc1c[nH]c2ccccc12	3	8	6	-1.3	-9	-10	-4	0.4	7	-7
Nc1cc(Cl)nc(N/N=C/c2ccc([N+](=O)[O-])cc2)n1	10	3	-4	-0.5	-2	1	2	-0.6	2	-1
CC(Oc1ccc2c(-c3ccccc3)cc(=O)oc2c1)C(=O)NCCCn1ccnc1 (configuration not stated)	13	5	4	-1.2	-4	-2	0	-0.7	6	-7
COc1ccc(OCC(=O)OCC(=O)NCc2ccco2)cc1	-2	-4	-4	-4.4	3	.	-3	1.2	18	2
CCC(C(=O)NC(C)(C)C)N(C(=O)Cn1nnc(-c2ccccc2F)n1)c1cnc2ccccc2c1 (configuration not stated)	0	2	-2	-1.6	-2	.	0	-1.0	8	0
CCOc1ccc(-n2cnnn2)cc1S(=O)(=O)N1CCC(C)CC1C (configuration not stated)	-2	-2	1	-3.6	-2	2	3	1.9	19	1
CCCCCCCCCCOC(=O)Cn1c(COc2ccc(C)cc2)[n+](C)c2ccccc21	-36	-13	9.7*	14	1	-5	0	1.7	-66	5
Oc1ccc(/C=C/c2ccc3cccc(O)c3n2)cc1Br	11	9	-3	3.0	-19	3	-1	-1.2	-16	-6
CCC(C(=O)NCc1cccnc1)n1nc(C)n2c(cc3occc32)c1=O (configuration not stated)	-5	10	2	-2.2	4	-1	4	-1.1	12	-4
Cc1cccc(NC(=O)NNC(=O)c2c(Cl)c(C)nn2C)c1	32	11	1	1.1	-4	-1	0	0.8	-6	-3
COc1ccccc1N1C(=O)c2ccc(C(=O)Nc3nccs3)cc2C1=O	.	.	.	.	.	6	3	1.1	.	1
Cc1ccccc1CN(c1ccc(C(=O)NCc2ccccn2)cc1)S(C)(=O)=O	-21	4	1	-1.2	-12	.	-1	-1.6	6	-1
CCn1nnc(-c2ccc(N)cc2)n1	6	0	-2	-3.6	-16	-3	0	-1.4	18	-7
O=C(O)CC(SCC(=O)Nc1ccccc1)C(=O)O (configuration not stated)	2	6	-1	-1.7	-6	4	1	3.6	9	-2
C=CCn1c(=N)n(CC(=O)OCC)c2ccccc21	12	-1	-5	0.1	-8	1	-2	-0.5	-1	-2
CN(CC(=O)Nc1cccc(F)c1)C(=O)C1CC(=O)N(Cc2ccco2)C1 (configuration not stated)	2	8	-1	-2.2	-20	-7	5	0.0	15	-5
O=C(NCCN1CCOCC1)C1CCN(S(=O)(=O)N2CCCC2)CC1	-1	2	1	-1.1	-2	-1	3	-1.6	6	4
CC(=O)N1C(=O)/C(=C2\SC(=S)N(NS(=O)(=O)c3ccc(C)cc3)C2=O)c2ccccc21	10	-6	0	2.6	-3	-3	3	-0.6	-18	7
COc1ccc(OCC(=O)N(Cc2ccc(C)o2)C2CCS(=O)(=O)C2)cc1 (configuration not stated)	2	-1	-3	-1.1	-2	.	-5	-0.1	6	4

In the list so far, these have an aryl thioether with sulfur outside any ring.
SMILES	HTR5A inv ag	RTF Ca sens act	HTR5A ag	OPRM1-OPRD1 ag	Cardiac RTF inh	CAL PDZ FP	V-ATPase pHluor	C-LANA FP	MOR-DOR inv ag	Keap1 Nrf2 FP
Cc1ccc(NC(=O)CSc2nc3ccccc3c3nc(CCn4cncc4C)nn23)c(C)c1	-35	-10	2	0.2	-6	-4	0	-2.3	-1	-1
Cc1ccc(-n2c(SCC(=O)NCc3ccco3)nc3c(sc4ccccc43)c2=O)cc1	-5	0	-6	-1.8	-4	.	1	2.0	10	-1
Nn1cc(-c2ccccc2)nc1SCC(=O)NCC1CCCO1 (configuration not stated)	9	1	-4	1.3	5	-2	0	0.8	-6	0
Nc1nnc(SCC(=O)N2CCN(c3ccccc3)CC2)n1-c1ccccc1	-23	-6	1	-0.1	18*	1	5	0.9	0	-8
